Screening results from PubChem BioAssay.
HP1b chromo inh: HTS for Inhibitors of HP1-beta Chromodomain Interactions with Methylated Histone Tails; AID 540317, 2011; hit rate 0.56% among 390,000; AlphaScreen HP1-beta / biotin-H3K9me3 peptide binding; Potency, µM (highest dose often 114 µM), for inactives: top-dose activity change, negative = inhibition, usual class: inhibitors; also: nearly all actives have a fitted effect of over 70% in size; inactives centre near 23
Target sequence (P83916 whole entry, looked up): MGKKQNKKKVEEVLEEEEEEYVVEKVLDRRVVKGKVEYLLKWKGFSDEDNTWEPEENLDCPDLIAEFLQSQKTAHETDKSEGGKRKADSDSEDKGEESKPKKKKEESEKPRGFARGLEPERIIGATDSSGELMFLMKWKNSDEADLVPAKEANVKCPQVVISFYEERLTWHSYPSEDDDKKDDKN
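AlphaScreen: HP1-beta (50 nM) preformed 30 min with biotin-H3(1-18)K9me3 peptide (50 nM) in PBS pH 7.4, 0.01% Tween-20. Compound added for 30 min at RT, then streptavidin donor/nickel chelate acceptor beads (10 ug/mL) for 30 min.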
JMJD2A Tudor inh: qHTS Assay for Inhibitors of JMJD2A-Tudor Domain | AlphaScreen JMJD2A-Tudor / H3K4me3 peptide binding | Potency, µM (highest dose often 114 µM), inactives show top-dose activity change, negative = inhibition, actives largely listed as inhibitors | hit rate 4.4% among 390,000 | AID 504339, 2011; also: % is scaled to controls: 0 for no effect and ±100 for the full control effect; nearly all actives have a fitted effect of over 50% in size
ERG Ets-DNA blk: qHTS for Small Molecule Inhibitors of the ERG Ets/DNA interaction. Transcriptional regulator ERG (Homo sapiens), P11308. fluorescence polarization, His-ERG Ets domain / labelled DNA. Potency, µM (series often up to 76.9 µM), inactives show top-dose FP activity, negative = inhibition, usual class: inhibitors. hit rate 0.028% among 370,000; active = well fitted inhibition curve with a large enough effect in the polarisation, with a control signal flat; inconclusive = small, poorly fitted or top-dose-only effect, or effect the other way, or a change in a side signal; inactive = no such curve, though single readings can be large or run the other way; the % refers to the polarisation;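 also: polarization taken with two DNA probes labelled with fluorescein and Texas red; % of control where 0% means no effect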
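His-tagged ERG Ets domain (1 uM in the protein solution; 300mM KCl, 50mM Tris-HCl, 1mM EDTA, 1mM DTT, pH 7.5) received compound, then a probe mix of 5 nM fluorescein-DNA and 100nM Texas-615-DNA. Fluorescence polarization was read for both dyes.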
PGK inhibitor: qHTS Assay to Find Inhibitors of Phosphoglycerate Kinase; hit rate 0.043% among 380,000; PGK/GAPDH coupled, Kinase-Glo luminescence, 60 min; AID 602233, 2012; Potency, µM (series often up to 57.5 µM), without a hit: top-dose activity change, negative = inhibition, hits mostly inhibitors; Phosphoglycerate kinase, glycosomal (Trypanosoma brucei brucei), P07378; also: % is scaled to controls: 0 for no effect and ±100 for the full control effect; nearly all actives have a fitted effect of over 60% in size
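Recombinant glycosomal PGK reaction used 1,3-bisphosphoglycerate generated in-well by GAPDH (100nM final) in 100mM TEA pH 7.6, 5mM MgCl2, 0.01% Tween-20. After 60 minutes at room temperature, ATP was read by Kinase-Glo Plus luminescence end-point.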
rTrxR1 inhibitor: qHTS Assay for Inhibitors of Mammalian Selenoprotein Thioredoxin Reductase 1 (TrxR1): qHTS; recombinant rTrxR1, NADPH fluorescence consumption, selenite substrate; Potency, µM (doses to about 114 µM), inactives show at the highest dose activity change, negative = inhibition, hits mostly inhibitors; AID 588453, 2011; Thioredoxin reductase 1, cytoplasmic (Rattus norvegicus), O89049; hit rate 1% among 390,000; also: % is scaled to controls: 0 for no effect and ±100 for the full control effect; nearly all actives have a fitted effect of over 65% in size
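Rat TrxR1 (90 nM in the dispensed reagent) was pre-reduced with 400 uM NADPH for 5 min at room temperature, then incubated with compound for 15 min. After 400 uM selenite was added, NADPH fluorescence (Ex 340/Em 450 nm) was followed for 8 min.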
Pin1 inh: qHTS Assay to Find Inhibitors of Pin1; Peptidyl-prolyl cis-trans isomerase NIMA-interacting 1 (Homo sapiens), Q13526; Pin1 FP peptide displacement, HiFluor488, 10 min; Potency, µM (top dose mostly 115 µM), without a hit: at the highest dose activity, negative = inhibition, usual class: inhibitors; hit rate 0.009% among 390,000; active = well fitted inhibition curve with a large enough effect in the polarisation, with a control signal flat, not every such curve was filed as active; inconclusive = small, poorly fitted or top-dose-only effect, or effect the other way, or a change in a side signal; inactive = no such curve, though single readings can be large or run the other way; the % refers to the polarisation; also: % is scaled to controls: 0 for no effect and ±100 for the full control effect
ALOX12 inh: Primary qHTS assay for inhibitors of human arachidonate 12S-lipoxygenase (ALOX12): Round 2. Polyunsaturated fatty acid lipoxygenase ALOX12 (Homo sapiens), P18054. purified 12hLO, xylenol orange hydroperoxide absorbance. Potency, µM (series often up to 108 µM), inactives show top-dose activity change, negative = inhibition, most hits filed as inhibitors. hit rate 1.1% among 580,000; also: % is scaled to controls: 0 for no effect and ±100 for the full control effect
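Purified human 12hLO (150 nM final) in 25 mM Hepes, 0.01% Triton X-100, pH 7.0 was preincubated 15 min at room temperature with compound. Then 40 uM arachidonic acid was added, 30 min. Hydroperoxide was read by Fe-XO absorbance ratio 573/405 nm.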
RGS4 inhibitor: Inhibitors of Regulator of G Protein Signaling (RGS) 4: qHTS. hit rate 0.039% among 390,000. Regulator of G-protein signaling 4 (Homo sapiens), P49798. Transcreener GDP fluorescence polarization, RGS4-accelerated GTP hydrolysis. Potency, µM (top dose mostly 114 µM), without a hit: at the top dose activity change, negative = inhibition, usual class: inhibitors; also: % is scaled to controls: 0 for no effect and ±100 for the full control effect; nearly all actives have a fitted effect of over 75% in size; some results filed as inactive show a strong effect at the top dose
Target sequence (P49798 whole entry, looked up): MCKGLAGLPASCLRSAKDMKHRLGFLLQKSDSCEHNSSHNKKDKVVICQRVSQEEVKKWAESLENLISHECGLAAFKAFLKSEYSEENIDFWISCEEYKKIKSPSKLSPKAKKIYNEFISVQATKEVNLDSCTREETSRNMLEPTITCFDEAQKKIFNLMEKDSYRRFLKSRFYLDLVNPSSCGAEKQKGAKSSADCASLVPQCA
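MLSMR compounds (23 nl, pin-transferred) preincubated 10 min at room temperature with a 500nM (2x) first reagent, then RGS4 at 900nM (2x) plus Transcreener GDP mix added; fluorescence polarization (620/688 nm) read before and after 90 min at 30 °C.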
GLS inh: qHTS for Inhibitors of Glutaminase (GLS); hit rate 0.21% among 410,000; Glutaminase kidney isoform, mitochondrial (Homo sapiens), O94925; GLS enzymatic activity, qHTS titration; Potency, µM (titrated, usually from 45.5 µM), without a hit: at the top dose activity change, negative = inhibition, usual class: inhibitors; also: % is scaled to controls: 0 for no effect and ±100 for the full control effect
Target sequence (O94925 whole entry, looked up, canonical isoform): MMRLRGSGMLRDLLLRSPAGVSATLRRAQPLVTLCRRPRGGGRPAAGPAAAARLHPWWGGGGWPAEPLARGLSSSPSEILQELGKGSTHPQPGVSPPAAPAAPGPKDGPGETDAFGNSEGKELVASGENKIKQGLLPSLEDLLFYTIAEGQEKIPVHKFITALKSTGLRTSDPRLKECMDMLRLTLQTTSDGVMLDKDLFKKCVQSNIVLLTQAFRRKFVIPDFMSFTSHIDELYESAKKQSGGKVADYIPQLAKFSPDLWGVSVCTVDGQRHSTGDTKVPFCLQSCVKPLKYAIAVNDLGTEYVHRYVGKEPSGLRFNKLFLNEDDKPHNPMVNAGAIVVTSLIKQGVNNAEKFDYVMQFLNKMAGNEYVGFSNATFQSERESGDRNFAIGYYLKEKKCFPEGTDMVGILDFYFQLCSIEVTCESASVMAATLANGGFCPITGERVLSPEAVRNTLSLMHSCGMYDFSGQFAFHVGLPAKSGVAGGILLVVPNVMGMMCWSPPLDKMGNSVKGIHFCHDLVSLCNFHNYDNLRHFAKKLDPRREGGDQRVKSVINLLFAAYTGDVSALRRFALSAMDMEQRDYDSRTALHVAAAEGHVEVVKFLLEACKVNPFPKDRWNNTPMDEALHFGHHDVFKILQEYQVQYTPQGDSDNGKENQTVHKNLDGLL
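Assay buffer: 45 mM KH2PO4 pH 8.2, 0.02% Tween-20. hKGA acts on L-glutamine (1 mM solution added); product glutamate is reported by an oxidase/peroxidase Amplex Red coupling, with fluorescence taken at baseline and 30 min.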
* marks the source's active call; other numbers are inactive results; i = inactive; ? = inconclusive; . = not tested or not shown; & = joins results of further samples; [ ] = remark or other dose. Unless noted, calls follow the shape of the dose curve; as a rule, active = well fitted curve in the direction sought with a large enough effect; inconclusive = small, poorly fitted or top-dose-only effect, or another doubt; inactive = no such curve, though single readings can be large; an effect the other way counts as inactive or inconclusive. Potency is read from the fitted curve at half-maximal effect. An excerpt. The share of hits here may be higher or lower than overall.

Molecule	HP1b chromo inh	JMJD2A Tudor inh	ERG Ets-DNA blk	PGK inhibitor	rTrxR1 inhibitor	Pin1 inh	ALOX12 inh	RGS4 inhibitor	GLS inh
COC(=O)[C@@H]1C[C@@H]2CC[C@@H](O)C[C@@H]2N1Cc1ccc(N2CCN(C)CC2)cc1	31%	-15%	-1%	8%	25%	1%	-1%	14%	31%[activator]
COc1ccc(S(=O)(=O)N2CCC(O)(c3cccnc3)CC2)cc1OC	-12%	-20%	2%	11%	5%[57.1 µM]	0%	-29%	-8%	0%
CC(C)CC(NC(=O)C(NC(=O)C1OC2OC(C)(C)OC2C2OC(C)(C)OC12)C(C)C)C(=O)O (stereo unspecified)	27%	4%	-8%	5%	22%[57.1 µM]	-1%	0%	-23%	-5%
CC(C)Cc1nnc(NC(=O)CN2C(=O)NC3(CCCCC3)C2=O)s1	14%	-2%	9%	-10%	19%	2%	128%[activator]	12%	2%
CCO[C@@H]1OC(C(=O)N2CCN(Cc3ccccc3)CC2)=C[C@H](C)[C@H]1CCCO	32%	2%	7%	-6%	-1%	-10%	0%	3%	0%
COC(=O)N/N=C\c1c(C)[nH]n(-c2ccccc2)c1=O	14%	?	-5%	-8%	21%[57.1 µM]	1%	5%	-13%	-9%
O=C(Nc1ccc([N+](=O)[O-])cc1)C1CC1(c1ccccc1)c1ccccc1 (stereo unspecified)	19%	-10%	5%	5%	9%	1%	-2%	5%	11%
COc1ccc(CCn2c(=S)[nH]c(=O)c3[nH]cnc32)cc1OC	53%[activator]	-7%	.	.	-2%	?	.	-13%	.
CCc1c(C)c(C#N)c2nc3ccccc3n2c1-n1nc(C)cc1C	42%[activator]	18%	0%	18%	3%	1%	-5%	25%	9%
O=c1cc(-c2ccc(O)cc2)oc2ccccc12	39%	-9%	7%	-1%	8%[57.1 µM]	60%[activator]	5%	-14%	-4%
CCc1ccc(S(=O)(=O)N2CCN(c3ccc(Cl)c(Cl)c3)CC2)cc1	53%[activator]	15%	8%	2%	18%	5%	-21%	-14%	4%
Cc1cc(/C=C2\SC(=S)NC2=O)c(C)n1-c1ccccc1	-20%	14µM*	50%[activator]	-7%	-26%[11.4 µM]	?	?	-19%	0%
N/C(=N\OC(=O)c1ccc2ccccc2c1)c1ccncc1	51%	9%	-6%	-8%	13%	25%	11%	-13%	-1%
O=C(COC(=O)c1ccc([N+](=O)[O-])s1)Nc1ncc(C(F)(F)F)cc1Cl	?	?	22%	-13%	?	?	?	-48%	-5%
O=C(COc1ccccc1C(=O)O)NC1CCCc2ccccc21 (stereo unspecified)	4%	-1%	8%	i	38%	0%	-19%	38%[activator]	9%
COc1ccccc1C(=O)NCC(=O)OCC(=O)c1cccc2ccccc12	7%[57 µM]	-8%[57.1 µM]	-6%	8%	11%[0.0914 µM]	2%&5%	-20%	-12%&14%	4%
O=C(Nc1ccc2ccccc2c1)C(c1ccccc1)C1CCCC1 (stereo unspecified)	54%[activator]	-8%	-4%	.	15%	11%	-18%	-5%	3%
Cc1cccnc1NC(=S)Nc1ccc(Cl)c(Cl)c1	28%	-13%	11%	i	-15%[57.1 µM]	-1%	8.9µM*	-44%	-16%
CCC(C)NC(=O)c1ccc(C(=O)c2ccccc2)cc1 (stereo unspecified)	27%	-10%	-3%	-6%	23%	0%	-5%	-5%	2%
O=C(O)CCSc1nnc(COc2cccc3ccccc23)n1-c1cccc(Cl)c1	35%	-11%	-6%	-4%	8%	1%	-18%	-1%	9%
CCOC(=O)c1c(C)oc2nc(C)nc(NCC3CCN(Cc4cccc(Cl)c4)CC3)c12	-6%	-28%	0%	-4%	9%	4%	-12%	-29%	3%
CCOc1ccc(/C=C/c2nc(C#N)c(NCCCN(C)C)o2)cc1	23%&35%	-18%&-3%	-1%&-4%	1%&10%	-3%&3%	3%&-14%	?	-15%&5%	5%&8%
CCn1c(=O)n(CC)c2cc(NC(=O)c3ccccc3Cl)ccc21	29%	1%	-2%	10%	12%	2%	-4%	-28%	-1%
Cc1ccc(C(C)NC(=O)c2ccncc2)c(C)c1 (stereo unspecified)	23%	-8%	-2%	0%	23%	-4%	-2%	45%	0%
COc1ccc(-c2nc(CN3CCN(C(=O)c4ccco4)CC3)c(C)o2)c(F)c1	20%	-20%	5%	-2%	?	2%	-21%	12%	-2%
CCc1ccc(/C=N/NC(=O)c2c[nH]c3ccccc23)s1	14%	-24%	6%	-2%	-25%	4%	-3%	17%	11%
Cc1cccc(Cn2c(COc3ccccc3)nc3ccccc32)c1	79%[activator]	53%[activator]	-3%	i	24%[11.4 µM]	4%	-10%	3%	0%
Cc1ccc2[nH]c(C(=O)N3CCCC(Nc4ccc(F)cc4)C3)cc2c1 (stereo unspecified)	?	?	-9%	4%	-13%	-8%	-15%	-12%	24%
O=C(COC(=O)CCc1ccccc1)Nc1cc(S(=O)(=O)N2CCOCC2)ccc1N1CCCC1	20%	-21%	-8%	-8%	-6%[57.1 µM]	5%	2%	-3%	5%
CCOC(=O)CNC(=O)CSc1nnc(NC(=O)c2ccc(S(=O)(=O)N3CCOCC3)cc2)s1	35%	0%	-5%	-2%	-18%	0%	21%	-24%	-3%
COc1ccc(OC)c(CCNC(=O)C2CCN(c3ncnc4c3nc3n4CCCCC3)CC2)c1	38%&6%	-22%&-18%	-3%&4%	-9%&10%	8%&13%	-9%&9%	11%&-21%	4%&18%	-5%&4%
O=C(O)c1ccc(/C=N/N2CCN(Cc3cccc4ccccc34)CC2)cc1	-13%	-35%	1%	i	-7%	0%	-1%	-10%	-3%
COc1cc(S(=O)(=O)N2CCOCC2)ccc1NC(=O)COC(=O)C12CC3CC(CC(C3)C1)C2	15%	-19%	-1%	7%	4%	-2%	160%[activator]	32%	-1%
CCCCCn1c(=O)[nH]c2cc(C(=O)Nc3ccc(F)cc3)ccc2c1=O	33%	-2%	13%	i	21%	15%	-25%	-10%	-6%
O=C(NCCc1ccccc1)C1CCN(S(=O)(=O)c2cccc3nsnc23)CC1	12%	-7%	-7%	-4%	3%	2%	0%	17%	5%
CCOCCn1ccc2c(OCC(=O)Nc3cc(C)cc(C)c3)cccc2c1=O	25%	-4%	0%	-6%	9%[57.1 µM]	-2%	-21%	-15%	-9%
CC(C)(C)c1cccc(S(=O)(=O)N2CCN(c3nc(-c4cccs4)nc4ccccc34)CC2)c1	32%	-17%	.	.	16%	2%	.	12%	.
COc1ccccc1C(=O)NCCC(=O)NCC(c1ccc(F)cc1)N1CCOCC1 (stereo unspecified)	22%	-7%	-12%	4%	16%	-11%	13%	4%	3%
CC(C)(C)NC(=O)/C(=C/c1cccnc1)NC(=O)c1ccco1	10%	-8%	2%	-4%	22%	-6%	?	5%	8%
Cc1ccc(S(=O)(=O)NCc2ccc(/C=C(/C#N)C(=O)NCc3ccccc3)o2)cc1	38%	-9%	2%	i	-9%	-12%	18%	-1%	-1%
Cc1c(/C=N/NC(=O)c2ccc(Br)o2)cnn1C	13%	-8%	0%	6%	13%[57.1 µM]	-3%	69%[activator]	-2%	4%
COc1ccc(C2C3=C(CC(C)(C)CC3=O)Oc3ncn(CCCn4ccnc4)c(=N)c32)cc1 (stereo unspecified)	41%	-14%	14%	-4%	-15%	0%	6%	-13%	-2%
COc1ccc2c(c1)CCc1c(C(=O)NCCN3CCOCC3)noc1-2	19%	-12%	-3%	-1%	40µM*	-9%	25%	2%	0%
CCOC(=O)N1CCN(Cc2cn[nH]c2-c2cc3ccccc3o2)CC1	44%[activator]	-3%	10%	i	30%	-2%	?	-5%	1%
CCOc1ccc(C(=O)NNC(=O)CCNC(=O)c2ccco2)cc1OC	17%	-4%	-7%	3%	1%	-5%	-2%	-1%	3%
CN(CC(=O)NCC(c1ccco1)N1CCCCC1)S(=O)(=O)c1ccc(Cl)cc1 (stereo unspecified)	-5%	-26%	20%	i	14%	-1%	-11%	?	9%
O=S(=O)(Nn1cnnc1)c1ccccc1Cl	21%	-7%[11.4 µM]	-5%	4%	8%[57.1 µM]	-7%	?	-6%[11.4 µM]	8%
O=C(O)c1ccc(-c2ncc[nH]2)cc1	5%	20µM*	-5%	10%	27%[57.1 µM]	-2%	-22%	?	0%
